PPARg SRC3 recr – agonists of human PPARgamma SRC-3 coactivator recruitment; P37231; biochemical PPARgamma/SRC-3 coactivator recruitment assay; activation, % at 8 µM; 200,000 compounds, 0.26% hits; AID 731; in the data active means activation above about 23%;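 further: 0% = DMSO and 100% = reference agonist; some compounds past the cut are filed as inactive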
Target sequence (P37231 whole entry, looked up): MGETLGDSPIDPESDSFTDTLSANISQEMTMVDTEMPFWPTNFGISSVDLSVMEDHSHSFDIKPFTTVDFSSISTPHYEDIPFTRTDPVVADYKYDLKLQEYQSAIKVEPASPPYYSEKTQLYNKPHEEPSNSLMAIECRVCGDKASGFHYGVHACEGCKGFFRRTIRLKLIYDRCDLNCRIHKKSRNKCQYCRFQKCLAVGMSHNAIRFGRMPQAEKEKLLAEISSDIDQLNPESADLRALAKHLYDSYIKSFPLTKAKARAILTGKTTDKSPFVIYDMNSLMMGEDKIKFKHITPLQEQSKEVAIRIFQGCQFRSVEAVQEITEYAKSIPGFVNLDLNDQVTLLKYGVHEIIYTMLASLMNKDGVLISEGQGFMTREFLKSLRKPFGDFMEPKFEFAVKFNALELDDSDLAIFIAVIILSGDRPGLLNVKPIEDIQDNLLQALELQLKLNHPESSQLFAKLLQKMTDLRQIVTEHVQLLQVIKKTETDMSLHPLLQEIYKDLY
S1P3 antagonist – antagonists of human S1P3 receptor; 170,000 compounds, 0.27% hits; inhibition, % at 4.98 µM; CHO S1P3 NFAT-BLA reporter, FRET fluorescence, antagonist mode; AID 485;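 active means inhibition above the plate cutoff, the mean inhibition of test wells on that plate plus 3 SD, cut at about 28% in these data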;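 further: cells challenged with S1P at its EC80 of 0.8 µM; blue over green emission ratio from cleaved BLA substrate after 4 h stimulation; 0% = S1P-stimulated wells and 100% = unstimulated DMSO-only wells; some compounds past the cut are filed as inactive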
Target sequence (Q99500 whole entry, looked up): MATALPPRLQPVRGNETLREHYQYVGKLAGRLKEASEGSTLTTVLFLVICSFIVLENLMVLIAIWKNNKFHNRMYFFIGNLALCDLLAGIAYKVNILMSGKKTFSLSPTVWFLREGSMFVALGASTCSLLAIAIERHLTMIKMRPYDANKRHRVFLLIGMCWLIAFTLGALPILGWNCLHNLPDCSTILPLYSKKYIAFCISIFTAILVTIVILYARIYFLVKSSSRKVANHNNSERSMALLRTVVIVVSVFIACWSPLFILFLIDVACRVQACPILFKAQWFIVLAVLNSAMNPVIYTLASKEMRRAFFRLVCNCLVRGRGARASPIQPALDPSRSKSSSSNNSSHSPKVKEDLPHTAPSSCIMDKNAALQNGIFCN
PPARg SRC1 recr – PPARgamma-driven SRC-1 recruitment agonism; P37231; PPARgamma-SRC-1 coactivator recruitment biochemical assay; activation, % at 8 µM; 200,000 compounds, 0.41% hits; AID 631; in the data active means activation above about 19%;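 further: 0% = DMSO and 100% = reference agonist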
bIAP act – intestinal alkaline phosphatase (bovine) activation; activation factor at 20 µM; 200,000 compounds, 0.17% hits; purified bovine IAP, CDP-star luminescence, 30 min; active compounds read high; fold of DMSO-control signal, blank-subtracted;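 active means activation factor of 2 or more at 20 µM, a signal rise over negative controls twice the positive control's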
TR-FRET SRC-2 ct – counter-screen for PPARgamma SRC-2 recruitment agonists: TR-FRET artefact; 200,000 compounds, 0.4% hits; active compounds read high; TR-FRET ratio at 8 µM; AID 1049; in the data active means TR-FRET ratio above about 2000; further: inactives centre near 1500; reference of the scale not given here
ROMK mod – human ROMK K+ channel modulation, primary screen. B-score at 10 µM. Tet-inducible ROMK, thallium flux fluorescence; actives lie on both sides. P48048. 130,000 compounds, 2% hits;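 active means signal ratio slope over the read window, or its plate-corrected B-score, at least 3 SD from the plate mean, either direction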;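 further: B-score of the F/F0 ratio slope over 7 to 12 s after thallium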
bIAP inhibitor – blocks bovine intestinal alkaline phosphatase activity; purified bovine IAP, CDP-star luminescence, 30 min; inhibition, % at 20 µM; 190,000 tested, under 10 active; AID 1019;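 active means over 50% inhibition of intestinal alkaline phosphatase at 20 µM in the single-dose screen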
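System: purified bovine intestinal alkaline phosphatase (IAP) enzyme; Input: IAP diluted 1/65,000,000 in the well; Measured by: CDP-star luminescence signal; Compound dosing: 20 µM single dose; Incubation: 30 min reaction at room temperature.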
PPARg SRC2 recr – promotes SRC-2 coactivator recruitment by human PPARgamma; P37231; PPARgamma LBD-SRC-2 recruitment, biochemical; activation, % at 8 µM; 200,000 compounds, 0.34% hits; in the data active means activation above about 22%;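 further: 0% = vehicle and 100% = reference agonist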
TLR4-MyD88 BLA – inhibitors of human TLR4-MyD88 binding. O00206+Q99836. HeLa CL3-4 TLR4/MyD88 BLA complementation, FRET ratio. inhibition, % at 8.4 µM. 200,000 compounds, 0.18% hits. AID 861; in the data active means inhibition above about 25%;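 further: 0% = vehicle and 100% = reference inhibitor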
DTT redox prof – compounds producing H2O2 with reducing agent – biochemical, NIH compound library profiling, artefact control for MLSCN library redox annotation, primary screen | activation, % at 10 µM | DTT-dependent redox cycling H2O2, phenol red/HRP absorbance; 100% = 100 µM peroxide control, 0% = buffer | 200,000 compounds, 0.03% hits;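 active means activation of at least 50% relative to the plate's high and low controls in the primary single-dose screen; inactive means activation below 50%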;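 further: compound incubated with DTT at 0.8 mM final as the reducing agent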
L major viab – inhibitors of Leishmania major promastigote growth. Leishmania major promastigotes, resazurin fluorescence viability. 200,000 compounds, 9% hits. inhibition, % at 10 µM. AID 1063; in the data active means inhibition above about 50%;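 further: promastigotes grown with compound for 44 hours at 28 °C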
An asterisk follows results filed as active; . = not tested or not shown.

structure	PPARg SRC2 recr	PPARg SRC3 recr	TLR4-MyD88 BLA	PPARg SRC1 recr	L major viab	bIAP act	DTT redox prof	ROMK mod	TR-FRET SRC-2 ct	bIAP inhibitor	S1P3 antagonist
CCNC(=S)N/N=C(\C)c1ccco1	0	-5	1	4	1	1	-1.9	-0.98	1657	4	-6
O=[N+]([O-])c1ccccc1-n1cnc2ccccc21	-4	2	4	2	4	0.9	-0.5	-0.046	1805	9	-9
CC(=O)Nc1c(S(=O)(=O)c2ccccc2)c2nc3ccccc3nc2n1Cc1ccccc1	2	4	-5	6	-2	1.1	0.4	.	1800	-11	.
COc1ccc(C(c2nnnn2Cc2cccs2)N2CCN(c3ccccc3F)CC2)cc1 (stereo not drawn)	-6	3	-9	-11	30	1	2.2	.	1431	3	0
Cc1nc2c(C(=O)NCc3ccccc3Cl)c[nH]n2c(=O)c1Cl	-1	-5	-18	-8	-5	1	-3.7	.	1381	2	.
Nc1cccc(S(=O)(=O)c2ccc(N)c(N)c2)c1	2	-1	-13	1	-8	1	-0.3	0.13	1479	1	-1
CC1=C(C#N)C(NC(=O)c2ccc(Cl)cc2)(C(F)(F)F)C(=O)N1 (stereo not drawn)	7	4	10	2	-5	0.6	0.0	0.11	1629	35	-18
COc1ccccc1NC(=S)N(Cc1ccc(C(=O)O)cc1)Cc1ccc(OC)c(OC)c1	-15	-7	1	-7	4	1.4	-0.5	1.1	1448	-39	8
Cc1ccc2occ(CN3CCN(Cc4ccccc4)CC3)c(=O)c2c1	1	-6	2	4	19	1	1.2	.	1520	0	.
CN(C)CCCNC(=O)c1ccc(Oc2ccccc2)cc1	3	8	2	6	-6	0.9	-0.3	-0.033	1722	11	-23
Cc1cc(C)n2nc(C(=O)NCc3ccccc3)cc2n1	-3	4	-5	8	-3	1	0.1	0.19	1448	-1	-19
CCC(=O)c1ccc(N2CCOCC2)c(F)c1	-10	4	7	-2	-6	.	0.1	.	1680	.	.
Cc1ccc(CNc2nc3ccccc3n3cnnc23)cc1	-1	0	-17	-4	-2	1	-3.3	.	1876	-3	.
O=C(c1ccc(F)cc1)N1CCN=C1c1ccccc1	-2	2	-2	2	-5	0.9	0.1	.	1613	12	-9
CC(C)c1ccc2occ(-c3nn[nH]n3)c(=O)c2c1	1	-5	-3	-5	-5	1.1	-0.1	.	1701	-10	17
C1=CC2CC1CC2CN1CCN(Cc2ccccc2)CC1 (stereo not drawn)	2	-7	1	-3	95*	0.9	0.1	0.0028	1610	9	.
O=C(COc1ccc([N+](=O)[O-])cc1)Nc1ccc(C(=O)NCc2cccnc2)cc1	-8	-4	9	0	1	0.9	2.9	.	1606	7	.
CCOc1ccc(/C=C2/SC(=S)N(n3c(C)ccc3C)C2=O)cc1	-7	-1	5	2	21	0.6	0.5	0.24	1334	35	.
CCCCN1C(=O)/C(=C/C=C2\N(C)c3ccccc3C2(C)C)SC1=S	-5	-10	2	-6	18	0.5	3.1	-4.4*	1409	.	.
CCN(CC(=O)NC1CCCCC1)S(=O)(=O)c1ccc(Cl)cc1	12	3	-17	-3	1	0.9	3.1	.	1571	9	-4
COC(=O)[C@@H](NC(=O)c1ccc(OC2CCN(Cc3ccccn3)CC2)cc1)C(C)C	-2	-6	-1	-2	-5	1	0.0	-0.23	1653	-1	1
COc1c(Cl)cc(C(=O)Nc2ccc(Cl)cn2)cc1Cl	9	5	-16	1	0	0.9	0.2	0.0078	1628	6	.
CC1CCc2nc3ccccc3c(C(=O)OCC(=O)N3CCc4ccccc43)c2C1 (stereo not drawn)	5	1	0	7	4	1.4	-0.1	.	1705	-43	7
CC/C(=N\NC(=O)c1c[nH]c2ccccc12)c1cccs1	0	0	1	3	42	1	0.2	0.31	1420	5	17
CCCOc1ccc(Cc2c(Cl)nc(SC)nc2OC)cc1	-4	-2	22	0	-3	0.9	0.0	1.2	1427	5	-15
CN(C)c1cccc(NC(=O)Cc2ccc(F)cc2)c1	0	-5	-12	-4	7	0.9	-0.6	.	1482	11	31
Fc1ccc(NC(=S)N2CCSC2c2cccs2)cc1 (stereo not drawn)	8	-1	6	5	36	0.7	-0.3	-0.53	1545	28	2
CCn1c(Cc2ccccc2)nnc1SCC(=O)Nc1nccs1	14	-9	2	1	2	0.9	1.1	1.7	1541	8	1
COC(=O)/C(=N/Nc1ccccc1C)Sc1nnc(C(O)c2ccccc2)n1-c1ccccc1 (stereo not drawn)	1	3	-2	6	-9	0.8	-0.3	1.7	1597	21	1
Nc1nc2c(c3c1c(=O)oc1ccccc13)CCCCC2	-1	-10	3	4	-3	0.9	-1.5	.	1817	6	7
O=C(CN1CCN(c2ccc(F)cc2)CC1)Nc1cccnc1Cl	5	3	-4	2	-2	1.1	-0.3	0.054	1506	-6	-7
Cc1ccc(OCCCSc2ncccn2)cc1C	0	-4	9	2	-9	1	1.0	.	1483	3	.
O=C(COc1ccc(-c2ccccc2)cc1)NNC(=O)NC1CCCCC1	-1	2	-8	-2	-6	1.3	-1.2	0.17	1593	-26	-31
CCOC(=O)/C(C)=N/NC(=O)c1ccc([N+](=O)[O-])cc1	-1	4	-13	5	-8	1.3	0.1	-0.5	1419	-33	-16
Cc1ccc(-n2ncc(-c3nnc(SCC(=O)NC4CCCC4)o3)c2N)cc1C	16	-4	1	5	1	0.9	-0.7	-1.3	1607	12	23
O=C(CCN1CCN(CC(=O)Nc2ccccc2F)CC1)Nc1ccccc1F	-4	7	-3	4	-7	1.2	-0.1	.	1518	-18	3
Cc1cc(OC2CCCCC2)nc(-c2ccccc2O)n1	9	3	-27	4	10	0.9	-0.5	-0.11	1816	13	-7
CCOc1ccc(NC2=C(Cl)C(=O)N(C3CCCCC3)C2=O)cc1	2	-1	-10	-2	-8	0.9	-0.2	0.51	1634	7	-1
Cc1nn(CC(=O)NCc2ccccn2)c(C)c1[N+](=O)[O-]	-1	0	-1	5	-3	1.2	0.6	-0.14	1538	-16	-4
COc1ccc(CCNS(=O)(=O)c2ccc3c(c2)CC(C)N3C(C)=O)cc1OC (stereo not drawn)	7	11	-16	2	18	1	-2.7	0.9	1729	0	0
CC1CCCCN1Cc1nc2ccccc2c(=O)[nH]1 (stereo not drawn)	2	11	1	7	-9	1	1.8	.	1496	-2	.
O=C1[C@@H]2C(c3ccccc3Cl)=NO[C@@H]2C(=O)N1Cc1ccccc1	-3	0	-7	-2	-4	1	3.0	.	1507	5	0
COc1ccc(CC(=O)NC(C)c2nnc(SCC(=O)Nc3cc(C)ccc3OC)n2C)cc1 (stereo not drawn)	2	1	-3	11	-4	1.1	-0.3	-0.033	1525	-8	-8
O=C(NC1CCS(=O)(=O)C1)/C(=C/c1ccc(Cl)cc1)NC(=O)c1ccccc1 (stereo not drawn)	8	7	1	6	-3	0.8	-0.6	1	1685	21	-7
Cc1ccc(NC2=NC(c3ccc(C)cc3)n3c(nc(C)cc3=O)N2)cc1 (stereo not drawn)	3	3	4	11	-2	1	0.7	0.056	1477	-1	-26
CCNC(=S)N1CCN(c2ncccn2)CC1	5	2	3	5	-2	1	-0.7	-0.35	1525	-2	-11
Cc1ccc(NC(=O)COC(=O)CCc2c[nH]c(=O)[nH]2)cc1	-8	-5	-3	0	-4	0.9	2.1	.	1381	8	10
O=C(Nn1cnnc1)C1CCCN1S(=O)(=O)c1ccc(F)cc1 (stereo not drawn)	-7	-3	-7	9	-6	1	-3.4	.	1635	4	.
CC(C)(C)NS(=O)(=O)c1cccc(S(=O)(=O)c2cccc(S(=O)(=O)NC(C)(C)C)c2)c1	12	1	3	3	19	0.6	-0.1	.	1544	38	3
COc1ccc(NC(=O)N2c3ccccc3C(C)=CC2(C)C)cc1	10	0	7	-5	-1	1	-0.4	-0.0098	1505	4	5

(further entries)
structure	PPARg SRC2 recr	PPARg SRC3 recr	TLR4-MyD88 BLA	PPARg SRC1 recr	L major viab	bIAP act	DTT redox prof	ROMK mod	TR-FRET SRC-2 ct	bIAP inhibitor	S1P3 antagonist
O=c1c2cc(Cl)ccc2nc(-c2ccccc2)n1O	-3	5	0	10	-4	1.1	-0.5	2.6	1842	-15	-15
CC(C)N(c1ccccc1)c1ccc(NC(=O)CCl)cc1	4	1	20	2	55*	1	-0.6	0.6	1778	-3	9
COC(=O)CNc1nc(-c2ccncc2)nc2ccccc12	3	3	3	3	24	1	1.6	-0.41	1484	4	2
Cc1cccc(C(=O)NC2CCN(CC(=O)NCc3cccs3)CC2)c1	-4	0	1	-3	7	1.2	0.2	-0.065	1443	-21	-11
CC(C)N(CC(N)=O)C(=O)Cc1coc2cc3c(cc12)CCC3	2	0	-2	-4	-6	0.8	0.3	.	1668	20	-14
CCC(CC)C(=O)NCc1ccc2c(c1)cc(C)n2C	7	2	-12	8	-1	1	-0.8	-1.2	1660	-4	-3

Compound activity (PubChem BioAssay)
